# TROY signal inh = blocks TROY-dependent signaling in reporter cells; Q293 LMP1-TROYcd NF-kB luciferase reporter, 4 h; 360,000 tested, 0.98% active; inhibition, % at 10 µM;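 active = compounds whose plate-normalised and pattern-corrected inhibition of the luciferase reporter signal at the single screening dose is 50% or more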
# TWEAK-Fn14 inh = TWEAK-Fn14 signaling inhibition; TWEAK-stimulated Fn14 reporter cells, luciferase luminescence, 8 h; inhibition, % at 10 µM; 360,000 tested, 2% active; in the data active = inhibition above about 50%
# CF NFkB block = inhibitors of cystic fibrosis induced NF-kB; KKLEB NF-kB-GFP reporter, PAF-induced, GFP fluorescence overnight; inhibition, % at 5 µM; 360,000 tested, 0.86% active; AID 588850;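 active = at least 50% inhibition at 5 µM, scaled per plate between neutral and stimulator controls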;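 note: PAF is a Pseudomonas aeruginosa culture filtrate used as stimulus; plate controls were PAF-stimulated DMSO wells for no effect and unstimulated DMSO wells for full effect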
# C8 TRAIL sens = sensitizes caspase-8 expressing cells to TRAIL; NB7+C8 cells + TRAIL, ATPlite viability luminescence; 360,000 tested, 1% active; inhibition (viability loss, TRAIL sensitization), % at 10 µM; AID 624354;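 active = compounds causing at least 50% loss of cell viability in the single-dose screen, relative to plate controls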
# NCOA1 inh = human NCOA1 inhibition; AID 588354; HEK293 GAL4-SRC1 luciferase reporter, luminescence; 360,000 tested, 0.12% active; Q15788; inhibition, % at 3.6 µM;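 active = inhibition above the campaign mean plus 3 SD, with each screening campaign given its own cutoff, cut at about 60% in these data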;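 note: 0% = DMSO treated cells and 100% = gossypol at 36 µM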
# Target sequence (Q15788 whole entry, looked up, the tested form may be a part): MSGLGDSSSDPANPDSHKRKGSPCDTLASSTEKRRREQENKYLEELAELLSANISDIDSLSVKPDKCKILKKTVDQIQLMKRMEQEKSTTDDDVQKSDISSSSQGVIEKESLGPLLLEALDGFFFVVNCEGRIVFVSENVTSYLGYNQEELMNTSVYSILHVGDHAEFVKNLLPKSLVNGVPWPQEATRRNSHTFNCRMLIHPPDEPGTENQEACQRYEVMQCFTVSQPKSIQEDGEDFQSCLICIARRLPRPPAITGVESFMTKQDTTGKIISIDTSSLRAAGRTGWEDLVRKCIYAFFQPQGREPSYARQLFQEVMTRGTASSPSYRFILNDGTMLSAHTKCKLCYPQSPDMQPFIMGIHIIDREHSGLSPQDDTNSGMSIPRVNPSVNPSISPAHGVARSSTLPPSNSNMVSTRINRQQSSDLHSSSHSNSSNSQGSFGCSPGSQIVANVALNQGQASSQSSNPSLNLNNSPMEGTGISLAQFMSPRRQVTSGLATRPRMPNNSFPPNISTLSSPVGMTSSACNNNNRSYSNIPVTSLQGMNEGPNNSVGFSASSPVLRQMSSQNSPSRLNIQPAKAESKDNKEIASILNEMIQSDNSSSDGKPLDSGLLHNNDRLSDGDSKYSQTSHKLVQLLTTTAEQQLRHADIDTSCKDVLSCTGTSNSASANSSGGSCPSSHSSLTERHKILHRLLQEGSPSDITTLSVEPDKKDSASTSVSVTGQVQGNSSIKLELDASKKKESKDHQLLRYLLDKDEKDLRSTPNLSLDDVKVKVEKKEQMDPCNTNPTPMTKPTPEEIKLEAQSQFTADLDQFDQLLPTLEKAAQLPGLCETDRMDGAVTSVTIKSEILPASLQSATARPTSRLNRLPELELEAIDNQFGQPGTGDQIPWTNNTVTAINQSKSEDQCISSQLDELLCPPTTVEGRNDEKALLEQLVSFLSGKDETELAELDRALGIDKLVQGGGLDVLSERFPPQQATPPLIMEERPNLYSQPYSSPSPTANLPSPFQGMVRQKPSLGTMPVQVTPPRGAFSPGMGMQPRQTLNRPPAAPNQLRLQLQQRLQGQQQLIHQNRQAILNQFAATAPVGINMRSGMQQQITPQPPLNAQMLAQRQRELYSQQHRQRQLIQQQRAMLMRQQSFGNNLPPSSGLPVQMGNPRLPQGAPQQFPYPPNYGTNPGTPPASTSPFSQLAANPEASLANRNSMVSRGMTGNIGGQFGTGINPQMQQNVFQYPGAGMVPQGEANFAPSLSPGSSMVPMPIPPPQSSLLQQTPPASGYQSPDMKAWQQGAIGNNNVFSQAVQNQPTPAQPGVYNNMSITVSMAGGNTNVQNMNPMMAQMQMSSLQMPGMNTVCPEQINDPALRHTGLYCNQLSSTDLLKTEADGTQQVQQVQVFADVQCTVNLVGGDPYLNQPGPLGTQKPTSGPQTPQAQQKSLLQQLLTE
# NR5A2 inv ag = NR5A2 inverse agonism in reporter assay; 360,000 tested, 0.13% active; AID 602396; inhibition, % at 3.6 µM; HEK293T StAR-luciferase reporter, LRH-1 transfected, 24 h;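 active = inhibition above the mean inhibition of all tested compounds plus 3 SD, cut at about 73% in these data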;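 note: 0% = DMSO wells and 100% = reporter-only cells lacking LRH-1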
# EBV LMP1 NFkB = Epstein-Barr LMP1 NF-kappaB reporter inhibition; inhibition, % at 12.5 µM; LMP1-induced NF-kappaB luciferase reporter cells, luminescence; 350,000 tested, 0.69% active; in the data active = inhibition above about 41%; inconclusive = no clear call, values can overlap the other calls;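 note: 0% = neutral control wells and 100% = reference inhibitor control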
# SRC2 inh = human SRC2 (NCOA2) inhibition | Q15596 | HEK293 GAL4-SRC2 luciferase reporter, luminescence | inhibition, % at 9 µM | 370,000 tested, 0.17% active | AID 651957;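 active = inhibition above the mean inhibition of all tested compounds plus 3 SD, set per campaign, cut at about 52% in these data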;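 note: 0% = DMSO treated cells and 100% = cells given Gossypol at 36 µM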
# NR2F2 inh = blocks human COUP-TFII nuclear receptor | P24468 | HEK293T NGFI-A luciferase reporter, luminescence | inhibition, % at 8.6 µM | 370,000 tested, 0.7% active | AID 686940;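 active = inhibition above a per-plate cutoff, mean inhibition of test wells between control levels plus 3 SD, cut at about 38% in these data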;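 note: cells cotransfected with COUP-TFII expression vector driving the NGFI-A reporter; 0% = median of COUP-TF2 test wells and 100% = reporter-only cells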
# KKLEB tox = counter-screen for CF NF-kB inhibitors: cytotoxicity; KKLEB CF airway cells viability, ATPlite luminescence, overnight; stronger effect = lower value; cells stimulated with P. aeruginosa culture filtrate; activity change (cytotoxicity), % at 5 µM; 360,000 tested, 0.36% active; AID 602141;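 active = corrected activity change at or below -50% at 5 µM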
# SRC3 inh = inhibitors of human steroid receptor coactivator 3 (SRC3). Q9Y6Q9. HEK293 GAL4-SRC3 luciferase reporter, luminescence. inhibition, % at 3.6 µM. 360,000 tested, 0.17% active. AID 588352;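 active = inhibition above a per-campaign cutoff, the mean of all compounds plus 3 SD, cut at about 60% in these data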;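 note: 0% = DMSO-treated cells and 100% = gossypol-treated cells at 36 µM; higher means less SRC3-driven luciferase light from the GAL4 reporter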
# * marks the source's active call; other numbers are inactive results; ? = inconclusive; · = no result given.
compound,SRC2 inh,NCOA1 inh,KKLEB tox,NR2F2 inh,NR5A2 inv ag,SRC3 inh,CF NFkB block,EBV LMP1 NFkB,TROY signal inh,TWEAK-Fn14 inh,C8 TRAIL sens
CN(c1ccccc1)S(=O)(=O)c1cccc(C(=O)NCc2ccccc2CN2CCCC2)c1,-14,-1,-3,-2,-14,3,2,-8,-5,-6,9
O=C1CC(N2CCN(c3ccccc3)CC2)C(=O)N1c1ccc2c(c1)OCCO2 (configuration not stated),23,-1,-1,-5,11,-7,-5,1,51*,30,-10
CN(C(=O)CN(CCO)CC(=O)N(C)C(C)(C)Cc1ccccc1)C(C)(C)Cc1ccccc1,-17,-7,-2,-19,4,3,12,1,2,-12,6
COc1cc(/C=N/NC(=O)c2nnn(-c3nonc3N)c2C(C)C)ccc1O,11,3,14,2,-8,3,5,2,14,10,-11
O=C1CN(C(=O)c2ccccc2F)C(c2ccccc2)c2cc(Cl)ccc2N1 (configuration not stated),-5,12,-8,-10,2,17,-17,0,8,14,-12
COc1ccc(C(c2nnnn2Cc2cccs2)N2CCN(c3ccc(F)cc3)CC2)cc1OC (configuration not stated),18,4,7,13,-1,19,-3,11,7,-2,13
O=C1c2ccccc2C(Nc2cccc(C(F)(F)F)c2)N1Cc1ccco1 (configuration not stated),14,-4,12,4,5,10,1,5,10,15,9
COc1cc(S(N)(=O)=O)c(OC)cc1N,-16,-8,8,15,2,-16,-31,-4,10,6,12
CC1CN(C(=O)c2cc3cc([N+](=O)[O-])ccc3s2)CC(C)O1 (configuration not stated),-19,0,6,-2,6,3,-7,-5,7,-3,-3
Cc1ccc(NC(=O)CN2C(=O)NC(Cc3ccccc3)C2=O)cc1Cl (configuration not stated),-6,19,2,-18,-24,3,-16,-3,1,1,2
O=C(Nc1ncc(Cc2ccccc2Cl)s1)C1=NCCN1,0,-41,7,-5,4,9,-10,3,0,-4,-4
Cc1cccc(N2CCN(C(=O)c3cccc(N4C(=O)C5C6C=CC(C6)C5C4=O)c3)CC2)c1C (configuration not stated),10,-1,9,9,-10,4,6,16,8,0,14
COc1ccc(C(=O)OCc2c(-c3ccccc3)ncc3ccccc23)cc1,4,-22,2,-7,6,-17,-13,-2,-47,-27,10
[O-][n+]1c2ccccc2c2n1CCN=C2c1ccc(Cl)cc1,-16,-22,23,-8,-17,-18,-17,-1,-32,-2,-6
OCC[C@@H]1C[C@@H](O)[C@H](O)[C@]2(Cc3ccccc3O2)O1,9,-3,11,1,10,11,-8,6,1,6,-2
COCCn1c(=O)[nH]c2cc(C(=O)N3CCN(Cc4ccc5c(c4)OCO5)CC3)ccc2c1=O,12,-6,-5,-22,8,14,-11,8,4,9,4
O=C(COC(=O)c1cccc(F)c1)NC(=O)NCc1ccccc1,-1,-15,-5,9,15,17,4,-7,-7,3,-13
CC[C@]12c3[nH]c4ccc(Cl)cc4c3CCN1C(=O)[C@@H](CC(=O)NCCCN(C)C)C[C@@H]2C(=O)N1CCN(C(=O)C2CC2)CC1,22,3,5,-5,-9,-13,-3,1,7,7,-4
S=C(Nc1ccccc1Cl)N(Cc1ccccc1)Cc1ccccn1,14,-1,-4,14,12,1,16,0,-3,-14,1
Cc1ccc(S(=O)(=O)NCCNC(=O)C2CCCNC2=O)cc1 (configuration not stated),3,-14,6,7,2,13,3,-1,14,4,3
O=C(CNc1ccccc1)N/N=C/c1ccc2c(c1)OCO2,-34,-1,6,5,-31,6,0,-1,-17,-20,16
Nc1ncnc2c1ncn2[C@@H]1O[C@H](CNC(=O)[C@@H](N)Cc2ccc(C(F)(F)F)cc2)[C@@H](O)[C@H]1O,-17,5,-3,-8,8,-13,11,1,2,-42,-1
COc1ccc(-c2cc(CNC(C)=O)on2)cc1,-29,-15,12,-13,-2,-4,-18,0,1,1,-7
Nc1nc(SCc2ccccc2Cl)ns1,-9,-15,-19,-26,-15,-15,-13,1,-35,-3,18
N#C/C(=C(/O)COC(=O)c1ccc(Cl)c(S(=O)(=O)N2CCOCC2)c1)c1nc2ccccc2[nH]1,-27,-7,0,-6,-8,7,7,9,-10,-14,-5
O=C1C=C(N2CCN(c3ccccn3)CC2)C(=O)c2c(O)ccc(O)c21,-28,-2,-10,2,-2,-2,38,-2,12,1,50*
Nc1ncnc2nc(SCc3ccc(Cl)cc3Cl)[nH]c12,-6,-41,2,0,6,-9,33,2,26,1,9
Cc1csc(Sc2ccc(S(=O)(=O)N3CCCC3)cn2)n1,16,-16,13,8,2,11,-8,-2,6,-16,-9
O=C(COC(=O)CN1C(=O)C2CCCCC2C1=O)Nc1cc(F)ccc1F (configuration not stated),0,-6,-2,1,-5,6,-12,3,-5,14,-3
COC(=O)C1C(=O)CC(C)(O)C(C(=O)OC)C1/C=C/c1ccccc1 (configuration not stated),-20,6,4,-1,6,13,-4,3,-8,6,-16
COc1ccc(S(=O)(=O)NCC(=O)N(CC(=O)NCc2ccccc2)Cc2ccco2)cc1,-10,-6,11,5,-4,0,2,-1,3,15,-2
CCOC(=O)N1C2C=CC(C2)N1C(=O)OCC,-15,-8,-4,2,1,-3,19,8,-5,19,-18
Cc1ccc(CN(C)C(=O)COC(=O)CSc2ccc(C(N)=O)cc2[N+](=O)[O-])cc1,-24,-4,7,9,4,12,-8,-13,9,-8,-6
Cn1nc(OCC(N)=O)ccc1=O,-1,-8,5,-1,2,16,-12,4,-9,-1,-1
FC(F)C(F)(F)Oc1cccc(Nc2nccn3c(-c4cccc5ccccc45)cnc23)c1,-10,16,-6,7,-2,1,11,·,22,14,27
O=C(Nc1cccc(Cl)c1N1CCOCC1)c1cccnc1Cl,-11,-13,2,5,0,8,9,4,-18,-19,10
CC(NC(=S)Nc1ccc(OC(F)F)cc1OC(F)F)C(C)(C)C (configuration not stated),13,3,1,6,5,16,3,-1,-1,10,-7
CCCOc1ccc(/C=C/C(=O)Nc2ccc([N+](=O)[O-])cc2)cc1,-11,-4,6,-4,-13,-12,-6,?,33,-5,16
Cc1sc2nc(COC(=O)c3ccc(N4CCCC4)c([N+](=O)[O-])c3)[nH]c(=O)c2c1C,10,10,-3,10,-4,-13,-4,0,1,-11,1
C[C@@H](NC(=O)[C@@H]1Cc2ccccc2CN1)C(=O)Nc1ccc2c(c1)OCCO2,-45,-53,9,-25,-56,-90,-51,-12,34,4,0
C/C(CCc1ccc2c(c1)OCO2)=N\NC(=O)c1ccccc1Cl,-14,-30,1,8,-20,0,18,-5,1,-5,1
CCOC(=O)Cc1c(Sc2ccccc2)c2ccccc2n1C,-5,-20,3,-15,20,26,-4,8,0,21,30
Cn1c2ccc(F)cc2c2ncn(CCCN(CCO)CCO)c(=O)c21,-37,-1,0,9,-17,11,-6,-17,8,-6,-13
CCCNC(=O)CN1C(=O)COc2ccc(S(=O)(=O)N3CC(C)CC(C)C3)cc21 (configuration not stated),-8,-10,12,6,-14,-4,0,6,2,30,-1
CN(C)c1cccc(C(=O)OCCCC(=O)c2ccc(F)cc2)c1,-25,10,9,4,15,-13,-14,-7,-6,-14,2
CC(=O)c1cccc(NC(=S)NC2CCCCCCC2)c1,-48,-15,-3,-21,-8,-10,27,-12,-25,17,22
COc1cc(/C=C2\SC(c3ccc(C)cc3)=NC2=O)cc(OC)c1OC,·,-7,6,·,11,-21,-20,-9,-5,15,-7
CC(=O)Nc1ccc(C(=O)CSc2nnnn2C(C)C)cc1,-29,-28,1,-9,-9,-30,12,-20,-48,-7,10
CCOc1ccc(/C=C2/SC(=O)NC2=S)cc1,-37,-22,-19,-24,-4,-11,-3,-6,-40,-15,-4
O=C1CCSc2ccc(Cl)cc2N1Cc1ccc(Cl)cc1,6,0,-6,12,-29,12,1,4,10,15,-9
COCCCNC(=O)C1=CCN(S(=O)(=O)c2ccc(C)cc2)CC1,15,3,13,-3,4,17,-3,1,-14,15,13
COc1ccc(C(=O)NCC(=O)N/N=C/c2ccc([N+](=O)[O-])o2)cc1OC,-44,4,-7,13,8,-1,3,-17,-42,-1,13
CCC(C)(C)C1CCC(=NNC(=S)Nc2cccnc2)CC1 (configuration not stated),9,-2,4,2,-5,5,25,5,10,-4,-2
O=C(Nc1ccc(F)cc1F)C1CCN(c2ncnc3c2sc2cccc(F)c23)CC1,14,-5,5,-1,-24,4,1,-7,32,-10,1
Cc1cc(-c2ccccc2C(=O)NC2CCCCC2)on1,-4,10,-10,-4,-24,-3,-7,0,-37,-8,12
Cc1nc(NC(=O)C(C)(C)C)sc1C(=O)Cn1cc(CCc2ccccc2)nn1,6,2,9,7,17,-5,6,·,-17,16,-5
C=CCOc1ccc(C(c2c(O)nc(SC)[nH]c2=O)c2c(O)nc(SC)[nH]c2=O)cc1,-3,-11,5,14,2,20,-17,-4,-16,11,12
Cc1c(-c2cccs2)[n+](=O)c2c(n1[O-])CCCC2,6,-9,6,7,18,8,15,-4,1,-16,28
COc1ccc(C2SCC(C(=O)O)N2C(C)=O)cc1OC (configuration not stated),-5,3,-15,-12,11,-12,14,-5,-18,5,-9
COc1ccc(Nc2cc(C)nc3nc(C)nn23)cc1Cl,-8,-10,-8,-11,-30,-6,11,-3,15,-6,-18

# Other results.
compound,SRC2 inh,NCOA1 inh,KKLEB tox,NR2F2 inh,NR5A2 inv ag,SRC3 inh,CF NFkB block,EBV LMP1 NFkB,TROY signal inh,TWEAK-Fn14 inh,C8 TRAIL sens
CCN(N)C(=S)Nc1ccc(F)cc1,-27,-15,7,6,3,8,-1,-6,-6,-1,-16
COc1ccc(C(CC(=O)O)NC(=O)COc2cc(C)ccc2C)cc1OC (configuration not stated),-4,-2,7,-10,-3,6,2,-10,-3,-6,-6
CC(C)C[C@H](NC(=O)c1nc[nH]c1C(=O)N[C@@H](CCCCN)C(=O)OC(C)(C)C)C(=O)OC(C)(C)C,·,3,0,·,-16,-1,16,2,-2,3,-5
O=C(CCS(=O)(=O)Cc1ccccc1)N1CCN(c2ccccc2)CC1,1,5,-1,7,10,-6,3,-6,-4,19,5
COC(=O)CNC(=O)CCCCC(=O)NCC(=O)OC,-8,-4,8,5,-2,11,1,1,8,13,-16
CCOC(=O)[C@]12CCC=C1N(Cc1ccc(Cl)cc1Cl)C(=O)[C@H](CC(=O)NCc1ccccc1)C2,-15,·,·,-2,-36,·,·,·,13,19,10
COc1ccc(C(=O)Cc2ccc(F)cc2)c(OC)c1,-37,-31,2,-27,-109,-72,3,-20,-73,-12,11
O=Cc1cn(-c2ccccc2)nc1-c1ccccc1,-28,-17,-15,0,-38,-36,6,-2,-18,2,14
COc1ccc(CN2C3CCCC2CC(NC(=O)Nc2ccccc2)C3)cc1 (configuration not stated),2,-13,-7,8,8,5,6,-5,-5,2,6
COc1ccc(C(N)c2csc(Nc3nncc4ccccc34)n2)cc1 (configuration not stated),-1,0,-27,8,16,-2,26,·,-6,0,-19
COc1ccc(C(=O)N2CCC(n3c(C)nc4cc(F)ccc43)CC2)cc1,7,-2,0,16,18,7,7,7,8,7,1
